# Source: PubChem
# GLS inhibitor: qHTS for Inhibitors of Glutaminase (GLS) | GLS enzymatic activity, qHTS titration | Potency, µM (titrated, usually from 45.5 µM), for the others: at the highest dose activity change, negative = inhibition, actives largely listed as inhibitors | 410,000 compounds, 0.21% hits; further: potency means the concentration at half of the fitted maximal effect; on the % scale 0 is the no-effect control and ±100 the full control effect
#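 Coupled fluorescence readout: glutamate oxidase/HRP/Amplex Red detect glutamate formed by hKGA from L-glutamine (1 mM solution added). Buffer 45 mM KH2PO4 pH 8.2, 0.02% Tween-20; reads at t0 and 30 min RT.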
# IDH1 R132H inh: qHTS for Inhibitors of mutant isocitrate dehydrogenase 1 (IDH1): qHTS | Isocitrate dehydrogenase [NADP] cytoplasmic (Homo sapiens), O75874 | IDH1-R132H enzyme, NADPH consumption, diaphorase/resazurin fluorescence | Potency, µM (titrated, usually from 76.6 µM), for the others: at the top dose activity change, negative = inhibition, usual class: inhibitors | 390,000 compounds, 0.093% hits | AID 602179, 2012; further: potency means the concentration at half of the fitted maximal effect; on the % scale 0 is the no-effect control and ±100 the full control effect; nearly all actives have a fitted effect of over 65% in size
#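 IDH1-R132H (0.5 ug/mL) preincubated 30 min with compound, then NADPH (0.016 mM) and alpha-KG (2 mM) added; 80 min at RT, pH 7.5. Remaining NADPH coupled via diaphorase/resazurin to fluorescence (540/590 nm); concentration-response curves normalized to no-enzyme control.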
# rTrxR1 inhibitor: qHTS Assay for Inhibitors of Mammalian Selenoprotein Thioredoxin Reductase 1 (TrxR1): qHTS; Potency, µM (series often up to 114 µM), for inactives: at the top dose activity change, negative = inhibition, actives largely listed as inhibitors; Thioredoxin reductase 1, cytoplasmic (Rattus norvegicus), O89049; 390,000 compounds, 1% hits; recombinant rTrxR1, NADPH fluorescence consumption, selenite substrate; further: potency means the concentration at half of the fitted maximal effect; on the % scale 0 is the no-effect control and ±100 the full control effect; nearly all actives have a fitted effect of over 65% in size
#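 Rat TrxR1 (90 nM in the dispensed reagent) was pre-reduced with 400 uM NADPH for 5 min at room temperature, then incubated with compound for 15 min. After 400 uM selenite was added, NADPH fluorescence (Ex 340/Em 450 nm) was followed for 8 min.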
# USP1-UAF1 inh: Inhibitors of USP1/UAF1: Primary Screen | Ubiquitin carboxyl-terminal hydrolase 1 (Homo sapiens), O94782 | Potency, µM (doses to about 57.1 µM), for the others: at the highest dose activity change, negative = inhibition, hits mostly inhibitors | recombinant USP1/UAF1, Ub-Rhodamine cleavage fluorescence | 390,000 compounds, 0.23% hits; further: potency means the concentration at half of the fitted maximal effect; on the % scale 0 is the no-effect control and ±100 the full control effect; nearly all actives have a fitted effect of over 60% in size; inactives centre near -12
#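 High-throughput fluorogenic screen: 1nM USP1/UAF1 complex, Ub-Rho substrate 150nM final, 50mM HEPES pH 7.8 with 0.5mM EDTA, 0.1 mg/ml BSA, 1mM TCEP and 0.01% Tween-20.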
# PGK inhibitor: qHTS Assay to Find Inhibitors of Phosphoglycerate Kinase; PGK/GAPDH coupled, Kinase-Glo luminescence, 60 min; Potency, µM (top dose mostly 57.5 µM), for the others: top-dose activity change, negative = inhibition, most hits filed as inhibitors; 380,000 compounds, 0.043% hits; Phosphoglycerate kinase, glycosomal (Trypanosoma brucei brucei), P07378; further: potency means the concentration at half of the fitted maximal effect; on the % scale 0 is the no-effect control and ±100 the full control effect; nearly all actives have a fitted effect of over 60% in size
# Target sequence (P07378 whole entry, looked up): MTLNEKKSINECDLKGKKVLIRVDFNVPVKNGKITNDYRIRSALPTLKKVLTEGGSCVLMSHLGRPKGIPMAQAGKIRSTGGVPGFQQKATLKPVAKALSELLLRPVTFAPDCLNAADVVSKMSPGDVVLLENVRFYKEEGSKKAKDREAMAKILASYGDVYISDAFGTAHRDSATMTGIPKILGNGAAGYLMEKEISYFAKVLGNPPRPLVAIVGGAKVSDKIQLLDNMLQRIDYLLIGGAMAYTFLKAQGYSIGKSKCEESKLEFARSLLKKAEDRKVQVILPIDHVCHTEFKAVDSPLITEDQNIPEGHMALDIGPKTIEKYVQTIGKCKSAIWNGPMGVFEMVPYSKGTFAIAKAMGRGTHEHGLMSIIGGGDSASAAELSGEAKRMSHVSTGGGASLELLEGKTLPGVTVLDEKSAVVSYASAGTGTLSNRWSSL
#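 Recombinant glycosomal PGK reaction used 1,3-bisphosphoglycerate generated in-well by GAPDH (100nM final) in 100mM TEA pH 7.6, 5mM MgCl2, 0.01% Tween-20. After 60 minutes at room temperature, ATP was read by Kinase-Glo Plus luminescence end-point.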
# HP1b chromo inh: HTS for Inhibitors of HP1-beta Chromodomain Interactions with Methylated Histone Tails; AlphaScreen HP1-beta / biotin-H3K9me3 peptide binding; Potency, µM (highest dose often 114 µM), for inactives: top-dose activity change, negative = inhibition, usual class: inhibitors; 390,000 compounds, 0.56% hits; further: potency means the concentration at half of the fitted maximal effect; nearly all actives have a fitted effect of over 70% in size; inactives centre near 23
# Target sequence (P83916 whole entry, looked up): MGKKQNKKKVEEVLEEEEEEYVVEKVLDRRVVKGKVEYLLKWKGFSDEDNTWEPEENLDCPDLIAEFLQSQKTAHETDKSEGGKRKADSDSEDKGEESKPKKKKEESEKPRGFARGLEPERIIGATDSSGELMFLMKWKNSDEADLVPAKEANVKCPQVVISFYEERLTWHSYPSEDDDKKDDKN
#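 AlphaScreen: HP1-beta (50 nM) preformed 30 min with biotin-H3(1-18)K9me3 peptide (50 nM) in PBS pH 7.4, 0.01% Tween-20. Compound added for 30 min at RT, then streptavidin donor/nickel chelate acceptor beads (10 ug/mL) for 30 min.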
# TrxR1 substrate: qHTS Assay for Substrates of Mammalian Selenoprotein Thioredoxin Reductase 1 (TrxR1): qHTS; purified TrxR1 substrate turnover, NADPH consumption readout; Potency, µM (highest dose often 114 µM), inactives show at the top dose activity change, negative = substrate turnover; 390,000 compounds, 0.01% hits; AID 588456, 2011; further: potency means the concentration at half of the fitted maximal effect; on the % scale 0 is the no-effect control and ±100 the full control effect; nearly all actives have a fitted effect of over 50% in size
#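 Rat TrxR1, dispensed at 90 nM, was prereduced with 400 uM NADPH (final) for 5 min at ~22 deg C, then incubated with compound 15 min before 400 uM selenite. A first-read NADPH fluorescence drop versus no-compound background flagged substrates.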
# Pin1 inh: qHTS Assay to Find Inhibitors of Pin1. Pin1 FP peptide displacement, HiFluor488, 10 min. 390,000 compounds, 0.009% hits. Potency, µM (titrated, usually from 115 µM), for inactives: at the highest dose activity, negative = inhibition, actives largely listed as inhibitors. Peptidyl-prolyl cis-trans isomerase NIMA-interacting 1 (Homo sapiens), Q13526; active means well fitted inhibition curve with a large enough effect in the polarisation, with a control signal flat, not every such curve was filed as active; inconclusive means small, poorly fitted or top-dose-only effect, or effect the other way, or a change in a side signal; inactive means no such curve, though single readings can be large or run the other way; the % refers to the polarisation; further: potency means the concentration at half of the fitted maximal effect; on the % scale 0 is the no-effect control and ±100 the full control effect
# PI4K2A inh: qHTS for small molecular inhibitors of PI4K2A; Phosphatidylinositol 4-kinase type 2-alpha (Homo sapiens), Q9BTU6; purified PI4K2A, ADP-Glo luminescence, 1 h; hits give low values; activity change, negative = inhibition, % at 76.9 µM; 420,000 compounds, 0.13% hits; in the data active means activity change below about -50%; inconclusive means mostly about -30% to -49%;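 further: -100% = wells without enzyme as full effect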
# Target sequence (Q9BTU6 whole entry, looked up): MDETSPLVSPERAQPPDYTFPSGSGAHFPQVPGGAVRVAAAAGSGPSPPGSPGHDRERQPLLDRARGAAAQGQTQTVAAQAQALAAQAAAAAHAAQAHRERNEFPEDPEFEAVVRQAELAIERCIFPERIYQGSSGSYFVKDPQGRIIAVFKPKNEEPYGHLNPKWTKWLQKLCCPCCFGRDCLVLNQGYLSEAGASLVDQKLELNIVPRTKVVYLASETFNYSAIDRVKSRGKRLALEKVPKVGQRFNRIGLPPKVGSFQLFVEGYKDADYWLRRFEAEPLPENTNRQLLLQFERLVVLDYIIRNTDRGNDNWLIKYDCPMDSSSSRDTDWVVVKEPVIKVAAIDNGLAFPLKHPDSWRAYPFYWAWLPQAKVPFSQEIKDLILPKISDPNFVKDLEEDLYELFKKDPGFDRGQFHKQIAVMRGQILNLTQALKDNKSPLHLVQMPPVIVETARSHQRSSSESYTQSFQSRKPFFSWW
#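 ADP-Glo luminescence measured ADP generated by PI4K2A enzyme (4 ug/mL before mixing) with 1.2 mM PI substrate (pre-mix) and 300 microM ATP (pre-mix). Tris pH7.5 buffer with MgCl2, Triton X-100; 1 h reaction at ambient temperature.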
# * hit, by the source's call; i = inactive; ? = inconclusive; & = joins results of further samples; [ ] = dose if it differs, or a comment. Unless noted, the call rests on the fitted dose curve; in most records, active means well fitted curve in the direction sought with a large enough effect; inconclusive means small, poorly fitted or top-dose-only effect, or another doubt; inactive means no such curve, though single readings can be large; an effect the other way counts as inactive or inconclusive. This is a subset. The share of hits here may be higher or lower than overall.
1	C[C@H](CO)N1C[C@H](C)[C@@H](CN(C)Cc2ccncc2)Oc2c(NS(=O)(=O)c3ccccc3)cccc2C1=O
2	COc1ccc(C2C(=O)N(C3CCCCCC3)CC(=O)N2CCc2ccc(OC)c(OC)c2)cc1 (centres undefined)
3	CCOC(=O)c1ccc(NC(=O)c2nc[nH]c2C(=O)NC)cc1
4	COc1cc(-n2c(=O)c3ccccc3n(CC(=O)OCc3ccccc3)c2=O)cc(OC)c1OC
5	CC(C)(C)CN1CCN(Cc2c[nH]c3ccccc23)CC1CCO (centres undefined)
6	Cc1cccnc1NC(=O)c1c(O)c2cccc3c2n(c1=O)CCC3
7	CCOc1ccc(CCNC(=O)c2oc(=O)c3ccccc3c2-c2ccc(C)cc2)cc1OCC
8	O=C(CNC(=O)c1cccc(F)c1)OCC(=O)N1CCN(C(=O)c2ccco2)CC1
screen / no.,1,2,3,4,5,6,7,8
GLS inhibitor,-4%,4%,4%,11%,29%,12%,7%,1%
IDH1 R132H inh,9%,15%,-4%,7%,0%,1%,-5%,14%
rTrxR1 inhibitor,-5%,10%[57.1 µM],14%[57.1 µM],18%,10%,-16%,11%,19%
USP1-UAF1 inh,-22%,-1%,?,?,-17%,5%,-25%,-24%
PGK inhibitor,-2%,-3%,0%,4%,i,1%,3%,i
HP1b chromo inh,46%[activator],29%,19%,27%,39%[activator],37%[activator],10%,34%
TrxR1 substrate,1%,0%[57.1 µM],12%[57.1 µM],5%,-1%,-5%,-3%,8%
Pin1 inh,-4%,-1%,32%[activator],3%,1%,4%,1%,-10%
PI4K2A inh,1,-9,-6,-2,-1,4,0,0

9	COC(=O)c1ccc(COc2ccc(/C=N/NC(N)=S)cc2)o1
10	CCOC(=O)C1CCCN(S(=O)(=O)c2c(C(=O)N3CCCCC3)c(C)n(C)c2C)C1 (centres undefined)
11	C=Cn1cc[n+](CC(=O)c2ccc(Br)cc2)c1
12	CCc1cccc(C)c1NC(=O)Cn1c(=O)n(-c2cccc(C)c2)c(=O)c2c1c1cc(C)ccc1n2C
13	CC(=O)c1ccc(OCCCC(=O)N2CCN(S(=O)(=O)c3ccc(C)cc3C)CC2)cc1
14	COc1ccc(OC)c(NC(=O)Nc2ccc(O)c3ccccc23)c1
15	N=c1c2c(ncn1CCCO)Oc1cc(O)ccc1C2c1ccccc1 (centres undefined)
16	COc1ccc(OC)c(NC(=O)C(CC(C)C)NC(=O)C2CCCCC2)c1 (centres undefined)
screen / no.,9,10,11,12,13,14,15,16
GLS inhibitor,14%,-1%,0%,5%,-3%,-4%,-3%,0%
IDH1 R132H inh,15%,-4%,-4%,14%,3%,15%,1%,17%
rTrxR1 inhibitor,-7%,19%,10%,-21%,-9%,31%[57.1 µM],10%,15%[57.1 µM]
USP1-UAF1 inh,-19%,-7%,-8%,-3%,-11%,-21%,-19%,-7%
PGK inhibitor,-10%,-6%,1%,7%,7%,-14%,-11%,-3%
HP1b chromo inh,23%,42%[activator],22%,26%,30%,?,25%,4%
TrxR1 substrate,-1%,0%,7%,0%,-3%,20%[57.1 µM],9%,2%[57.1 µM]
Pin1 inh,8%,-11%,-1%,2%,-1%,?,0%,-3%
PI4K2A inh,-5,0,2,-4,6,-24,-2,4

# Look-ups from above:
# HP1b chromo inh with cpd 2 stands at 29%
# GLS inhibitor with cpd 3 stands at 4%

# The list continues.
17	O=C(NCCN1CCOCC1)c1cc(-c2cccs2)on1
18	Cc1ccc(N2CCN(c3ncnc4onc(-c5ccc(F)cc5)c34)CC2)c(C)c1
19	COC(=O)[C@@H]1C[C@H]1[C@@H](NC(=O)c1cc(C)on1)c1ccccc1
20	O=C(Nc1ccc(F)cc1)Nc1ccccc1C(=O)NCCN1CCNC1=O
21	CCOc1ccc(C(=O)OCC(=O)N2CCCC2)cc1
22	COc1ccc(-c2cn3c(C)c(C(=O)NC(C)C)sc3n2)cc1
23	Cn1c2ccccc2c(=O)c2c(=O)n(C3CCCCCC3)c(C3CCCCC3)nc21
24	Cc1nc(N)[nH]c(=O)c1CCCNc1ccc([N+](=O)[O-])cc1
screen / no.,17,18,19,20,21,22,23,24
GLS inhibitor,-7%,-2%,-9%,0%,3%,-8%,0%,-5%
IDH1 R132H inh,10%,-3%,1%,7%,0%,8%,9.3µM*,-1%
rTrxR1 inhibitor,?,22%,15%[57.1 µM],6%[57.1 µM],17%,0%,-6%,13%[57.1 µM]
USP1-UAF1 inh,-4%,21%,-29%,-17%,-6%,-21%,-5%,-10%
PGK inhibitor,-7%,-3%,-5%,i,i,5%,-6%,-8%
HP1b chromo inh,10%,27%,46%[activator],25%,20%,33%,27%,15%[57 µM]
TrxR1 substrate,9%,8%,-2%,-1%[57.1 µM],0%,-8%,-17%,-3%[2.29 µM]
Pin1 inh,-1%,4%,-1%,3%,4%,10%,-13%,-2%
PI4K2A inh,-2,-2,1,1,0,2,-2,11

25	Cn1cc(Cl)c(C(=O)OCC(=O)c2ccccc2)n1
26	Cc1ccc(S(=O)(=O)NCC(=O)N(CC(=O)NCC2CCCO2)Cc2ccccc2Cl)cc1 (centres undefined)
27	CCc1ccc(OCC2NCCc3cc(OC)c(OC)cc32)cc1 (centres undefined)
28	CCc1ccc(-c2csc3ncn(CC(=O)N4CCOCC4)c(=O)c23)cc1
29	O=C(CNC(=O)c1ccc(Br)o1)NCC1CCCO1 (centres undefined)
30	Cc1cccc(-n2c(SCC(=O)N3CC(=O)Nc4ccccc43)nc3ccccc3c2=O)c1C
31	COc1ccc(N(C(=O)c2cccc([N+](=O)[O-])c2)S(=O)(=O)c2cccs2)cc1
32	CN(C(=O)COC(=O)CNC(=O)c1sc2ccccc2c1Cl)C1CCS(=O)(=O)C1 (centres undefined)
screen / no.,25,26,27,28,29,30,31,32
GLS inhibitor,12%,-18%,4%,3%,-2%,-7%,-11%,-1%
IDH1 R132H inh,7%,8%,-4%,-4%,-4%,-5%,-8%,-4%
rTrxR1 inhibitor,15%,10%[57.1 µM],16%,-22%,8%,25%,27%,-8%[57.1 µM]
USP1-UAF1 inh,-18%,-18%,-11%,1%,-17%,-19%,-9%,5%
PGK inhibitor,i,i,-4%,-2%,-8%,i,0%,-5%
HP1b chromo inh,5%,33%,32%,31%[activator],23%,18%,-15%,18%
TrxR1 substrate,5%,5%[57.1 µM],4%,-10%,2%,2%,1%,3%[57.1 µM]
Pin1 inh,-10%,-4%,6%,2%,0%,?,-3%,1%
PI4K2A inh,6,0,8,0,-2,3,10,-1

# One compound at a time (already shown). Order of screens: GLS inhibitor, IDH1 R132H inh, rTrxR1 inhibitor, USP1-UAF1 inh, PGK inhibitor, HP1b chromo inh, TrxR1 substrate, Pin1 inh, PI4K2A inh
# `CCc1ccc(-c2csc3ncn(CC(=O)N4CCOCC4)c(=O)c23)cc1` is listed as 3%, -4%, -22%, 1%, -2%, 31%[activator], -10%, 2%, 0
# `CCc1ccc(OCC2NCCc3cc(OC)c(OC)cc32)cc1` (centres undefined) is listed as 4%, -4%, 16%, -11%, -4%, 32%, 4%, 6%, 8

# Further compounds:
33	COc1ccccc1-n1cnc2cc(C(=O)NCC3CCCO3)ccc21 (centres undefined)
34	CCOc1ccc(S(=O)(=O)N2CCCCC2)cc1NC(=O)CN1C(=O)NC(CC)(c2ccccc2)C1=O (centres undefined)
35	CC1=Nc2cc(C(=O)O)ccc2Sc2ccc(C)cc21
36	COc1ccc(NC(=O)CSc2nnc(Cc3cccn3C)n2-c2ccc(OC)cc2)cc1
37	Cc1cc(/C=N/n2cnnc2)c(C)n1-c1ccc(OCc2ccc(Cl)cc2)cc1
38	CCCCCCN(CCCCCC)C(=O)Cc1c(-c2ccc(F)cc2)[nH]c2ccccc12
39	CCOc1ccccc1C1CC(c2ccc(F)cc2)Nc2nc(N)nn21 (centres undefined)
screen / no.,33,34,35,36,37,38,39
GLS inhibitor,8%,4%,1%,3%,-4%,-1%,12%
IDH1 R132H inh,3%,-2%,1%,-4%,7%,2%,-8%
rTrxR1 inhibitor,1%[57.1 µM],10%,5%,-6%[57.1 µM],1%,124%[activator][57.1 µM],8%[57.1 µM]
USP1-UAF1 inh,-11%,-25%,-14%,-16%,-7%,-18%,-4%
PGK inhibitor,-3%,-1%,-6%,-6%,-6%,-3%,i
HP1b chromo inh,42%[activator],8%,34%,18%,?,1%,35%
TrxR1 substrate,-2%,-2%,6%,6%[57.1 µM],5%,153%[activator][57.1 µM],-4%
Pin1 inh,2%,0%,-2%,-6%,11%,-8%,-26%
PI4K2A inh,4,-5,-4,-2,3,2&-1,-1
